# GRK2 inh: compounds blocking aptamer binding on GRK2 – biochemical, human GRK2, bead flow cytometry, HTS, primary screen | Beta-adrenergic receptor kinase 1 (Homo sapiens), P25098 | FAM-aptamer displacement from GRK2 | inhibition of aptamer binding, % at 10 µM | actives 0.59% (n = 330,000);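 active means inhibition of aptamer binding above 40%, roughly 3 SD of noise, on plates passing a quality check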;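 further: median bead fluorescence of bound FAM aptamer so fluorescent compounds give negative values; no value below 0 was filed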
# MEX-5 binding: MEX-5 zinc finger RNA-binding disruptors – biochemical, C. elegans, fluorescence polarization, MLPCN library, primary screen. Zinc finger protein mex-5 (Caenorhabditis elegans), Q9XUB2. MEX-5/FITC-TCR2 RNA binding; active compounds read low. activity score (negative = inhibition of binding), % at 10 µM. actives 0.38% (n = 300,000);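 active means inhibition past about -25% in most replicates, and total fluorescence under double the plate's negative control median, limit read from the data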;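 further: 0% = DMSO and -100% = 5 µM competing unlabeled TCR2 RNA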
# Target sequence (Q9XUB2 whole entry, looked up): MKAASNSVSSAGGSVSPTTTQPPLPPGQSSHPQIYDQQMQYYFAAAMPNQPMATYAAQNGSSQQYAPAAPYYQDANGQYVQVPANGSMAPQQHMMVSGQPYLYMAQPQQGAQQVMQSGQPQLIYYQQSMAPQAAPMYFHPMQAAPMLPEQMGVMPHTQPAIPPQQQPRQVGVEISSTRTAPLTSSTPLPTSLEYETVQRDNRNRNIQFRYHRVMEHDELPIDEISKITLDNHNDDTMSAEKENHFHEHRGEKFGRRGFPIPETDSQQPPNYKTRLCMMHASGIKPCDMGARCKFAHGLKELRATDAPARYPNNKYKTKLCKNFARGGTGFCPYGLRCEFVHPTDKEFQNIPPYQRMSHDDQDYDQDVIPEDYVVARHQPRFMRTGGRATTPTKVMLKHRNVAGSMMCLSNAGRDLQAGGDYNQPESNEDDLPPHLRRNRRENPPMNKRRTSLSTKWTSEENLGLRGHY
# GLD-1 TGE inh: GLD-1/TGE RNA complex disruptors, primary screen, biochemical, fluorescence polarization. Female germline-specific tumor suppressor gld-1 (Caenorhabditis elegans), Q17339. purified GLD-1 + fluorescein TGE RNA. inhibition, % at 5.96 µM. actives 0.44% (n = 320,000);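 active means percent inhibition above a per-plate cutoff, the plate mean of test compounds plus 3 SD, cut at about 30% in these data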;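 further: 0% = DMSO wells with GLD-1 and probe and 100% = wells lacking GLD-1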
# Target sequence (Q17339 whole entry, looked up): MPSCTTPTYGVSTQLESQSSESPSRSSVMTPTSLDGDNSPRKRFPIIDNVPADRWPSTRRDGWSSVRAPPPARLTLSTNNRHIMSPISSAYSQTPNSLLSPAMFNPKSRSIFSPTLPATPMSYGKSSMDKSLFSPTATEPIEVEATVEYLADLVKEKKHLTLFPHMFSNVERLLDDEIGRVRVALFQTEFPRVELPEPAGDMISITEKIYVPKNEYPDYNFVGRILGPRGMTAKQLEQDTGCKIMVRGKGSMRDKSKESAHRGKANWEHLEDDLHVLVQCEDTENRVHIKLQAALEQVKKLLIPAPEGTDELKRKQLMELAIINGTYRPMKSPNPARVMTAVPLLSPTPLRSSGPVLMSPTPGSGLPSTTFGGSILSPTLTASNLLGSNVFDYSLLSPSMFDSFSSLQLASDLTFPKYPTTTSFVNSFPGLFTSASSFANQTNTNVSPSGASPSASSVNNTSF
# BCLXL inh: inhibitors of human Bcl-xL, primary screen, biochemical, fluorescence polarization, HTS | inhibition, % at 10.9 µM | actives 0.7% (n = 320,000) | GST-Bcl-xL / FITC-Bim BH3 peptide fluorescence polarization;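 active means inhibition above the mean of all tested compounds plus 3 SD, cutoff set per campaign, cut at about 30% in these data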;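 further: 0% = DMSO wells and 100% = unlabeled Bim-BH3 peptide competitor; inhibitors lower millipolarization by displacing the labeled peptide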
# VLA-4 inh: inhibition in human VLA-4 binding assay, primary screen, VLA-4 allosteric modulator project, MLPCN library, flow cytometry, VLA-4 expressing cells; Integrin alpha-4 (Homo sapiens), P13612; ligand binding flow cytometry; inhibition, % (about 7 µM as worked out from the volumes in the protocol); actives 0.2% (n = 330,000); in the data active means inhibition above about 50%
# Fam108B counter: mouse Fam108B serine hydrolase inhibitors, primary screen, counter-screen for RBBP9 inhibitor project, biochemical, fluorescence polarization; recombinant Fam108B, FP-Rh probe fluorescence polarization; inhibition, % at 9.51 µM; actives 0.33% (n = 300,000);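 active means inhibition above the screen mean inhibition plus 3 SD, computed separately per campaign, cut at about 18% in these data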;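 further: inhibitors lower polarization as less probe binds the enzyme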
# Efflux pump mplx: inhibitors of Candida efflux pumps in yeast, primary screen, S. cerevisiae, Nile Red, multiplex. S. cerevisiae Candida pump triplex. inhibition, % at 10 µM. actives 0.44% (n = 330,000). AID 485275, 2010;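 active means plate passing quality check with inhibition over a set limit, or well fluorescence over plate mean plus 4 SD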;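 further: Nile Red retained in pooled yeast measured as flow cytometry median fluorescence; 0% = buffer negative control and 100% = Enniatin B positive control; higher means more Nile Red kept so more efflux inhibition; some compounds called inactive have numbers as strong as hits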
# PME-1 inh: PME-1 inhibitors via competitive probe labeling, primary screen, biochemical, fluorescence polarization, FP-Rh probe, HTS; Protein phosphatase methylesterase 1 (Homo sapiens), Q9Y570; AID 2130, 2009; actives 0.53% (n = 320,000); recombinant PME-1; inhibition, % at 5.9 µM;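 active means inhibition above the campaign mean of all compounds plus 3 SD, cut at about 26% in these data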;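 further: competitive labeling of PME-1 active site by serine hydrolase directed probe; 0% = PME-1 with DMSO and 100% = wells lacking PME-1 enzyme; inhibitors block probe labeling so polarization falls and inhibition rises; many of its hits are not listed in these tables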
# MCL1-BIM inh: inhibitors of MCL1 binding to BIM-BH3, primary screen, biochemical, fluorescence polarization; inhibition, % at 10.9 µM; Induced myeloid leukemia cell differentiation protein Mcl-1 (Homo sapiens), Q07820; actives 0.68% (n = 320,000); GST-MCL1 / FITC-Bim-BH3 fluorescence polarization;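 active means inhibition above the mean inhibition of all tested compounds plus 3 SD, set per campaign, cut at about 40% in these data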;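 further: 0% = DMSO wells and 100% = unlabeled Bim-BH3 peptide control; higher means more loss of mP so more displacement of Bim peptide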
# Numbers without * were called inactive; i = inactive; nt = not tested or not shown; & = joins results of further samples. Not all compounds are listed. The share of hits here may be higher or lower than overall.
no.	mol	GRK2 inh	MEX-5 binding	GLD-1 TGE inh	BCLXL inh	VLA-4 inh	Fam108B counter	Efflux pump mplx	PME-1 inh	MCL1-BIM inh
1	CCn1c(SCC(=O)Nc2nccs2)nnc1C1CC1	3	-1.0	2	0	i	1	0.4	0	2
2	Cc1ccc(O)c(C(=O)CC(=O)c2ccc(C(C)(C)C)cc2)c1	1	-3.0	6	4	-16	-2	0.0	-9	-4
3	O=C(C1=C[C@H](c2csc3ccccc23)C[C@H](OCCCCO)O1)N1CCN(Cc2ccccc2)CC1	nt	0.5	-3	5	nt	-4	nt	-3	2
4	c1ccc(CSc2nc3ncncc3[nH]2)cc1	2	-1.5	2	-1	4	0	0.1	-5	-7
5	CCOc1ccc(-c2nc(C#N)c(N3CCCCCC3)o2)cc1	0	1.0	7	6	31	1	0.3	4	8
6	O=C(COC(=O)Cn1nnc(-c2ccccc2)n1)Nc1cc(F)ccc1F	0	nt	8	nt	3	nt	0.0	nt	nt
7	Cn1ccnc1SCC(=O)Nc1nc2ccccc2s1	0	0.9	3	-2	15	0	-0.2	3	5
8	CCOC(=O)N1CCN(CC(O)COc2ccc(C)c(C)c2)CC1 (stereo not given)	1	1.4	1	6	2	4	-0.1	2	9
9	CCCNC(=O)c1ccc2c(c1)C1C3CCC(C3)C1C(c1ccccc1)N2 (stereo not given)	0	-0.1	-2	4	1	10	0.3	-10	5
10	COc1ccccc1CN(C)C(=O)c1ccccc1SCC(=O)N1CCCC1	0	nt	-1	-1	-1	nt	0.0	-1	6
11	c1ccc2c(-c3cncc4ccccc34)cncc2c1	1	0.0	0	2	15	0	0.0	1	3
12	COc1ccc(CCNC(=S)Nc2ccc(S(=O)(=O)Nc3ncccn3)cc2)cc1OC	3	0.4	6	0	-1	3	-0.2	0	9
13	CCOCC(=O)Nc1nnc(COc2ccc(Cl)cc2)s1	1	0.8	1	5	-14	-5	0.2	2	11
14	O=C(CSc1nnc(-c2ccncc2)n1Cc1ccccc1)NC1CCCCC1	1	-1.0	8	-2	1	2	0.1	-4	-3
15	O=C(NCc1ccccc1)C1(C(F)(F)F)CC(CCCO)CCCO1 (stereo not given)	0	1.9	-1	4	8	3	0.0	5	9
16	CCOc1cc(C(=O)NCCCn2ccnc2)cc(OCC)c1OCC	0	-1.3	4	2	6	5	-0.3	-5	0
17	O=C1NC(=O)c2cc(NC(=O)c3cccc4ccccc34)ccc21	0	0.8	3	3	7	0	0.2	-2	7
18	CCCCn1c(=O)[nH]c(=O)c2c1nc(-c1ccsc1)n2Cc1ccccc1	1	-1.0	-1	3	25	2	0.1	5	6
19	COc1ccccc1C(=O)NCCC(=O)Nc1ncccc1C	0	1.3	3	0	0	4	0.0	-3	-5
20	COc1ccc(-c2cc(CNS(=O)(=O)c3ccccc3)on2)cc1	1	0.4	6	5	1	5	0.0	3	-1
21	Cc1ccc(CN2CCN(C(=O)CCc3ccccc3)CC2)cc1	0	-2.6	7	0	23	6	-0.1	-7	5
22	COc1ccccc1N1C(=O)C2C(c3ccc(F)cc3)NN(C(=O)c3ccc(C)cc3)C2C1=O (stereo not given)	0	1.6	-8	5	5	1	-0.2	1	1
23	O=[N+]([O-])c1cccc(C2=NC(c3ccccc3)CO2)c1 (stereo not given)	0	1.6	2	2	-32	4	-0.1	-6	-1
24	COc1ccccc1CC(=O)N1CCC(CCC(=O)NC2CC2)CC1	0	-1.6	17	1	4	6	0.2	1	5
25	COc1ccc(CNc2nc(NCc3ccc(OC)cc3)c3[nH]cnc3n2)cc1	0	1.7	-5	4	6	4	0.0	4	1
26	CC1CC(C)CN(C(=O)COC(=O)Cc2ccc(Br)cc2)C1 (stereo not given)	0	-1.7	1	2	-25	2	0.6	0	1
27	O=C(NCc1ccccn1)c1cc(S(=O)(=O)N2CCCCCC2)ccc1Cl	3	-0.2	5	16	17	-1	0.3	6	4
28	COc1cc2ccccc2cc1C(=O)Nc1ccncc1	2	1.9	1	4	-9	3	-0.2	-2	-2
29	CCOC(=O)C(Cc1ccccc1)(Cc1ccccc1)C(C)=O	0	0.5	1	9	-12	0	-0.2	6	3
30	Cc1ccc(S(=O)(=O)N2CCC(C(=O)Nc3ncccc3O)CC2)cc1	3	nt	8	4	6	nt	-0.1	2	3
31	O=C(COC(=O)c1ccc(Br)cc1)Nc1ccccc1Br	0	2.6	4	2	13	1	-0.1	1	-1
32	Cc1nn(CC(=O)Nc2ccc(S(N)(=O)=O)cc2)c(=O)c2ccccc12	0	-1.8	-1	0	5	-4	0.2	-9	8

# 5 compounds drawn at random from the list so far:
no.	mol	GRK2 inh	MEX-5 binding	GLD-1 TGE inh	BCLXL inh	VLA-4 inh	Fam108B counter	Efflux pump mplx	PME-1 inh	MCL1-BIM inh
27	O=C(NCc1ccccn1)c1cc(S(=O)(=O)N2CCCCCC2)ccc1Cl	3	-0.2	5	16	17	-1	0.3	6	4
25	COc1ccc(CNc2nc(NCc3ccc(OC)cc3)c3[nH]cnc3n2)cc1	0	1.7	-5	4	6	4	0.0	4	1
32	Cc1nn(CC(=O)Nc2ccc(S(N)(=O)=O)cc2)c(=O)c2ccccc12	0	-1.8	-1	0	5	-4	0.2	-9	8
31	O=C(COC(=O)c1ccc(Br)cc1)Nc1ccccc1Br	0	2.6	4	2	13	1	-0.1	1	-1
30	Cc1ccc(S(=O)(=O)N2CCC(C(=O)Nc3ncccc3O)CC2)cc1	3	nt	8	4	6	nt	-0.1	2	3

# Other structures
no.	mol	GRK2 inh	MEX-5 binding	GLD-1 TGE inh	BCLXL inh	VLA-4 inh	Fam108B counter	Efflux pump mplx	PME-1 inh	MCL1-BIM inh
33	NC(=O)NC(=O)COC(=O)c1ccc(Cl)c(S(=O)(=O)N(Cc2ccccc2)c2ccc(Cl)cc2)c1	3	-0.8	3	-1	-12	-23	-0.4	-24	1
34	COc1ccc(C(=O)Nc2cc3c4c(c2)CC(=O)N4CCC3)c(OC)c1	0	0.3	6	9	-17	6	-0.1	5	4
35	c1ccc(Oc2nc(N3CCOCC3)nc(N3CCOCC3)n2)cc1	20	1.6	4	7	-5	12	0.0	-4	13
36	Nc1nc(SCC(=O)NCC2CCCO2)[nH]c(=O)c1NC(=O)c1ccco1 (stereo not given)	0	-2.1	0	2	0	1	0.1	3	4
37	CC(C)(C)/C(O)=C/c1nc2ccccc2[nH]c1=O	1	-0.2	-4	1	4	6	-0.1	5	-2
38	CN(Cc1ccccc1)S(=O)(=O)c1ccc(Cl)c(C(=O)N2CCC2)c1	3	nt	7	5	-8	nt	0.1	11	1
39	O=[N+]([O-])c1ccc(Nc2ccccn2)c([N+](=O)[O-])c1	0	1.3	5	2	2	2	0.2	0	9
40	N#Cc1cnc(N)c(Br)c1	0	0.9	6	4	9	1	0.0	-3	1
41	CC(C)=CCC/C(C)=C/CNC(=O)CC1C[C@H](C(=O)N2CCOCC2)[C@@]2(C)c3[nH]c4ccccc4c3CCN2C1=O (stereo not given in full)	0	nt	-2	nt	-3	nt	1.0	nt	nt
42	CCNC(=S)Nc1cc(C)ccn1	4	1.5	6	-2	-8	4	0.1	5	0
43	CCN(C[C@H]1N[C@@](Cc2ccccc2)(C(=O)OC)[C@H]2C(=O)N(Cc3ccccc3)C(=O)[C@@H]12)S(=O)(=O)c1ccc(OC)cc1	1	nt	3	nt	-12	nt	0.4	nt	nt
44	COc1ccc(CNS(=O)(=O)c2ccc(OC)cc2)cc1	0	-1.1	4	6	-11	-2	0.1	-9	-2
45	CCCc1[nH]nc2c1C(c1ccc(OCCN3CCOCC3)c(OC)c1)C(C#N)=C(N)O2 (stereo not given)	5	-3.0	-2	2	2	-2	0.3	0	-4
46	C[C@H](CO)N1C[C@H](C)[C@@H](CN(C)C(=O)NC2CCCCC2)Oc2ccc(NC(=O)NC3CCCCC3)cc2C1=O	3	nt	4	nt	-6	nt	0.1	nt	nt
47	COc1ccc(C(=O)OCC(=O)NCC2CCCO2)cc1 (stereo not given)	0	2.4	0	4	-6	-1	0.1	0	3
48	Cc1ccn2c(C(=O)CSc3ccc(Cl)cc3)c(C)nc2c1	2	-1.3	7	-9	6	0	0.3	-3	-8

# One compound at a time, from the list above. Order of screens: GRK2 inh	MEX-5 binding	GLD-1 TGE inh	BCLXL inh	VLA-4 inh	Fam108B counter	Efflux pump mplx	PME-1 inh	MCL1-BIM inh
# Cc1ccc(O)c(C(=O)CC(=O)c2ccc(C(C)(C)C)cc2)c1 as listed: 1	-3.0	6	4	-16	-2	0.0	-9	-4
# CCCc1[nH]nc2c1C(c1ccc(OCCN3CCOCC3)c(OC)c1)C(C#N)=C(N)O2 (stereo not given) as listed: 5	-3.0	-2	2	2	-2	0.3	0	-4
# CCCCn1c(=O)[nH]c(=O)c2c1nc(-c1ccsc1)n2Cc1ccccc1 as listed: 1	-1.0	-1	3	25	2	0.1	5	6

# (next part)
no.	mol	GRK2 inh	MEX-5 binding	GLD-1 TGE inh	BCLXL inh	VLA-4 inh	Fam108B counter	Efflux pump mplx	PME-1 inh	MCL1-BIM inh
49	CCOc1ccc(NC(=O)Cn2c(=O)oc3ccccc32)cc1	2	0.2	0	1	0	0	-0.1	-3	0
50	Cc1cccc(C)c1NC(=O)C1CCCN1S(=O)(=O)c1ccc(-c2ccc(=O)[nH]n2)s1 (stereo not given)	1	0.0	3	-1	18	0	-0.1	-3	-1
51	Cc1ccc(Cn2c(SC3CCOC3=O)nc3ccccc3c2=O)cc1 (stereo not given)	43*	-1.2	2	5	-6	0	0.0	4	-1
52	COc1ccc(NC(=S)NCc2cccs2)c(OC)c1	2	1.1	5	-8	0	0	-0.1	-2	2
53	CN1CCN(NC(=O)c2ccccc2F)CC1	2	2.6	-5	0	7	2	0.1	-2	6
54	Cc1nnc(SCC(=O)NNC(=O)c2ccc(Cl)cc2)s1	0	3.0	5	0	1	2	-0.2	0	-2
55	COC(=O)c1ccccc1NC(=O)N1CCN(c2ccccc2F)CC1	4	-2.7	1	7	28	-2	0.0	1	5
56	CN(C)c1ccc(/C=N/NC(=O)c2ccccc2O)o1	1	-9.5	-1	12	8	4	-0.1	10	19
57	Cc1ccc(-n2c(C)cc(C(=O)OCC(=O)N3CCOCC3)c2C)cc1	0	nt	-1	nt	-10	nt	0.1	nt	nt
58	CCOC(=O)c1ccc(N=c2sc(C(=O)OC)cc(=O)n2CCCN2CCOCC2)cc1	0&0	0.1&1.6	3&16	0&7	0&16	-2&2	-0.1&-0.1	3&0	-3&12
59	CCc1cn(S(=O)(=O)c2ccccc2OC)nc1N	0	0.6	3	-1	nt	3	0.0	-5	0
60	C/C=C/C(=O)OCC(=O)Nc1ccc(C)c(S(=O)(=O)N(C)C)c1	1	0.4	-1	-9	15	-5	0.2	-6	-17
61	Nc1nc(NC(=O)CCCC(=O)O)nn1-c1ccccc1	3	-0.1	1	7	-2	-3	0.0	-7	4

# Screens: PubChem, several laboratories
